Assay outcomes (PubChem)
KDM5B inh: KDM5B demethylase inhibition; Q9UGL1; KDM5B demethylase, FDH-coupled NADH fluorescence (FDH is formaldehyde dehydrogenase); Potency, µM (highest dose often 57.7 µM), for the others: at the top dose activity change, negative = inhibition, actives largely listed as inhibitors; actives 2.6% (n = 220,000); AID 1347165; active = well fitted inhibition curve with a large enough effect; inconclusive = small, poorly fitted or top-dose-only effect; inactive = no such curve, though single readings can be large or run the other way; note: 0% is about no effect; nearly all actives have a fitted effect of over 70% in size
Target sequence (Q9UGL1 whole entry, looked up): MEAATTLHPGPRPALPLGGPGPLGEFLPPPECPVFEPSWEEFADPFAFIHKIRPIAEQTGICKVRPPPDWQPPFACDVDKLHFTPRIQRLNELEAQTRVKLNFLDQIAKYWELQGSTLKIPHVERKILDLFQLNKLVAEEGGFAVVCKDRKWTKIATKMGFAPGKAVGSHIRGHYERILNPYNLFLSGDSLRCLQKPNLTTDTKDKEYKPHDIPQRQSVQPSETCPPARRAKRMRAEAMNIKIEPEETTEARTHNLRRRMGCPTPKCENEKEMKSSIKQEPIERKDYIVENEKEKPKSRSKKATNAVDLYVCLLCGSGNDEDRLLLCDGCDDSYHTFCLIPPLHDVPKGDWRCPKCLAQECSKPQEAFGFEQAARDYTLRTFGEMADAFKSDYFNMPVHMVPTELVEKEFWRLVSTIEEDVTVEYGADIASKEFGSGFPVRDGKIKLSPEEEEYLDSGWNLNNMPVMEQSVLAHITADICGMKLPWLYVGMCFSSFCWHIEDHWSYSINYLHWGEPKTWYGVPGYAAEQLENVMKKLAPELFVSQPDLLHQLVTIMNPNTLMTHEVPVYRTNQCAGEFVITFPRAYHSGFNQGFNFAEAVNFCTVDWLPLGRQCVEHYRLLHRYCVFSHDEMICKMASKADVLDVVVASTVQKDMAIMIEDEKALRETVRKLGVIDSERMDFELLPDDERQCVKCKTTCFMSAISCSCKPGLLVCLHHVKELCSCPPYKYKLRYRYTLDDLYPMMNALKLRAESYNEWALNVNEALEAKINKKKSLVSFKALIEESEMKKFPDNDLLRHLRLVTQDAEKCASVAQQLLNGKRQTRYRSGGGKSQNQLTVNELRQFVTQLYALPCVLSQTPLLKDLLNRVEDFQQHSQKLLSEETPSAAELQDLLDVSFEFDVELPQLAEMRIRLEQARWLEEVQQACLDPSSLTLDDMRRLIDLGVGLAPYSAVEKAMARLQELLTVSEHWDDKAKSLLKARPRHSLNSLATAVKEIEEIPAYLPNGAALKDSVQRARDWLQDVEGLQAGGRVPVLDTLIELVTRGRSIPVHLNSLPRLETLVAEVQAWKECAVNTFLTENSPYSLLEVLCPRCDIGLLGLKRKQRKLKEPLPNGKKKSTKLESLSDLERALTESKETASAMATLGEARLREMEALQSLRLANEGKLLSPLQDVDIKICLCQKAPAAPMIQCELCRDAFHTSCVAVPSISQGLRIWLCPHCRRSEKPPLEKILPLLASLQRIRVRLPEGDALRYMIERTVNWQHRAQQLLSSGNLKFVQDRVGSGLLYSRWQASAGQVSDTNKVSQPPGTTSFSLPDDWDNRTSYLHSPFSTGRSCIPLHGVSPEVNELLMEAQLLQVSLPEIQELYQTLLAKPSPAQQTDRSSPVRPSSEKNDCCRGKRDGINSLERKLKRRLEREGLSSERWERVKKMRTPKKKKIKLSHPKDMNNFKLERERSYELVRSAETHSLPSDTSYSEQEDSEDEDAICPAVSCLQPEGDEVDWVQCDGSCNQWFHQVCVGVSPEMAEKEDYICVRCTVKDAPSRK
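Here, H3K4me3 peptide (12.5 µM in substrate mix) is demethylated by KDM5BΔAP, 200 nM final, after 10 min compound exposure. Formaldehyde product is coupled through FDH (0.25 U/mL in mix) to NADH fluorescence; 30-min ΔRFU feeds dose-response curves.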
Numbers without * were called inactive; ? = inconclusive; & = joins results of further samples; [ ] = remark or other dose. Potency is the fitted concentration of half-maximal effect.

KDM5B inh	Compound
12.8%	CCN1C(=O)C2(CCN(C(=O)c3c(C)noc3C)CC2)c2ccccc21
5.3%[86.2 µM]	CCCNC(=O)N1CCC(O)(c2csc(CN3CC[C@@H](O)C3)n2)CC1
-10.6%	COc1ccc(-c2noc([C@@H]3CCCN3C(=O)c3ccc(F)c(Cl)c3)n2)cc1
-22.2%	Cc1cc(NC(=O)NCc2ccc3c(c2)CCN3C(=O)c2ccccc2)ccc1Br
-9.2%	CC1=C(C(=O)OCC2CCCCC2)C(c2ccccc2F)CC(=O)N1 (stereo unspecified)
?	Cc1cccc(NC(=O)/C(C#N)=C/c2ccccc2Cl)n1
?	O=c1oc2ccccc2cc1-c1nc(-c2ccccc2)cs1
14.6%	CCCOc1cccc(CN)c1
1.4%	Fc1ccc(-c2noc(-c3nnn4c3COC(c3ccc(Cl)cc3)C4)n2)cc1F (stereo unspecified)
?	CC(=O)N1CCc2cc(Br)cc(S(=O)(=O)CCC(=O)NCc3ccc(F)cc3)c21
4.9%	Cc1cnc(CCNC(=O)Cc2cccc(F)c2)n1Cc1ccc(F)cc1
-15.3%	C[N+](C)(C)CC#CCCCC#CC[N+](C)(C)C
15.0%	CC(NC(=O)CSc1ncnc2ccccc12)c1ccccc1 (stereo unspecified)
11.7%	CCn1ncc(N2CCC(NC(=O)c3cc(C)ccc3C)CC2)cc1=O
-3.6%	CCc1cccc(CC)c1C(OC(C)=O)c1cccnc1 (stereo unspecified)
-14.0%	COc1ccc(-c2noc(-c3nc(C4CC4)no3)n2)cc1
?	O=C(c1cc(C2CC2)nc2onc(C3CCCN3)c12)N1CCC(F)CC1 (stereo unspecified)
3.6%	O=C(NC(=S)N1CCCC1)c1cccc([N+](=O)[O-])c1
28.2µM*	Cc1ccccc1-c1nc2cnccn2c1NCCC(=O)NC1CCCCC1
15.7%	Cc1ccc(SCCn2cc(S(=O)(=O)N3CCCC3)ccc2=O)cc1
34.4%[activator]	CC(=O)N1CCCC(C(=O)N2CCC(Cc3noc(C)n3)CC2)C1 (stereo unspecified)
0.4%	CCN1C(=O)C2CC3(CCN(C(=O)Nc4ccc5c(c4)OCCO5)CC3)CN2C1=O (stereo unspecified)
20.5%	N#Cc1ccc(C(=O)NC2CCCCC2C(F)(F)F)cc1 (stereo unspecified)
5.1%	COc1ccc(OCCC(=O)Nc2cccc3cccnc23)cc1
-9.8%	COCCOc1ccc(/C=C/C(=O)c2ccc(C#N)cc2)cc1OC
2.4%	Cc1ccc2occ(CC(=O)Nc3c(C)cccc3C)c2c1
18.5%	COCC(=O)NC1CCC12CCN(S(=O)(=O)c1c(C)nn(C)c1C)CC2 (stereo unspecified)
-2.7%	CC(=O)c1c(C)[nH]c(C(=O)c2oc3ccc(Br)cc3c2C)c1C
2.7%	CCC1CCc2c(sc(NC(=O)CCC(=O)O)c2C(=O)Nc2ccccc2C)C1 (stereo unspecified)
-8.9%	CCC(=O)Nc1nonc1-c1ccc(Cl)cc1
-13.0%[149 µM]	CN1CC(=O)N(C2CCC2)Cc2c1ncnc2N1CCCCC1
?	CCc1cccc(NC(=O)c2cnc(SC)nc2-c2ccccc2)c1
2.7%[86.2 µM]	CC(=O)NC1(C)CN(Cc2ccc(-c3cccc(F)c3)nc2)C1
?	COc1ccc(C(=O)N2CCC3(CC2)NC(=O)N(c2ccccc2Cl)N3)cc1F
-7.2%[86.2 µM]	COc1cccc(CN2C[C@@H](F)[C@@H](OCc3nc4ccccc4n3C)C2)n1
-11.2%	CC1(Cc2ccc3c(c2)OCO3)CCCN(C(=O)N2CCOCC2)C1 (stereo unspecified)
7.3%	CCS(=O)(=O)c1ncc(Cl)c(C(=O)N2CCN(c3cccc(Cl)c3)CC2)n1
8.0%	CN(CC(=O)Nc1ccc(Cl)cc1C(F)(F)F)C1CCc2ccccc21 (stereo unspecified)
-6.6%	Cc1n[nH]c(C)c1CNC(=O)CCC[C@@H]1[C@H]2CCCN3CCC[C@@H](CN1Cc1ccccc1)[C@@H]23
-25.3%	CCC(=O)N1CCc2cc(S(=O)(=O)CCC(=O)Nc3ccc(OC(F)(F)F)cc3)ccc21
30.8%	Cc1cc(S(=O)(=O)N2CC(C(=O)NC3CCCCC3)C3(CCOCC3)C2)ccc1F (stereo unspecified)
?	CCCCN(CCCC)C(=O)CN(C)S(=O)(=O)c1ccc2c(c1)c(=O)n(C)c(=O)n2C
15.4%	Cn1c(NCc2ccco2)nc2c1c(=O)n(Cc1ccc(Cl)cc1)c(=O)n2C
-3.2%	CCOc1cc(C(=O)NC(=S)Nc2ccc(Cl)c(C(=O)O)c2)cc(OCC)c1OCC
-21.2%	COc1ccc(Cl)cc1C(=O)N1CCCN(c2cc(-c3ccccc3)[nH]n2)CC1
15.7%	COc1ccccc1CC(=O)NCc1cccs1
-12.1%	CCOC(=O)C1=C(C)N=C2SC=C(CC(=O)NC3CC3)N2C1c1cccc([N+](=O)[O-])c1 (stereo unspecified)
14.9%	CCOC(=O)Cc1csc(SCC(=O)NC2CCC(C)CC2)n1 (stereo unspecified)
4.0%	Cn1cncc1C(=O)N1C[C@@H](COCC2CC2)[C@H](c2ccncc2)C1
-5.9%	O=C(Cc1ccc(Br)cc1)Nc1ncc([N+](=O)[O-])s1
10.3%	Cc1ccc2[nH]c(C(=O)N3CCN(c4ccccc4)CC3)cc2c1
8.0%	COc1ccc(NC(=O)c2c(OC)cc(=O)n3c2CCCC3)cc1OC
1.4%	COc1ccc(NCCN)cc1
-16.8%	CC(=O)N1CCCC1c1nc(C2CN(Cc3ccc(F)c(Cl)c3)C2)no1 (stereo unspecified)
16.2%	O=C(NCc1ccc(F)cc1)N1CCC(Oc2ncccc2C(=O)N2CCOCC2)C1 (stereo unspecified)
25.0%	CCOC(=O)C1(Cc2cccc(OC)c2)CCCN(Cc2cccc(C)n2)C1 (stereo unspecified)
-0.7%	CC(=O)c1c(C)[nH]c(C(=O)c2cc3cc(Cl)ccc3o2)c1C
-29.0%	Cc1ccc(S(=O)(=O)c2cn(Cc3ccccc3)c3cc(N4CCCC4)c(F)cc3c2=O)cc1C
?	CC(C)C[C@@H]1N[C@H](C(=O)NCc2ccc(C#N)cc2)Cc2c[nH]c3cccc1c23
?	CCc1sc(-c2ccccc2)nc1C(=O)OC

The list goes on.
KDM5B inh	Compound
?	Cc1cccc2c(C(=O)O)cc(-c3cccs3)nc12
-4.7%	Cc1cc(NCc2ccc(Cl)cc2)n2cnnc2n1
6.5%	CC1CCCN(C(=O)CSc2nc3ccccc3c(=O)[nH]2)C1 (stereo unspecified)
?	O=C(CCN1CCOCC1)N1c2ccccc2Sc2ccc(Cl)cc21
-16.8%	CC(C)c1cc(C(=O)N2CCC(C(N)=O)CC2)c2ccccc2n1
11.6%	O=C(NC1CC1)C(NCc1ccc(C(F)(F)F)cc1)c1ccccc1 (stereo unspecified)
-21.3%	Cn1c(=O)c2c(nc(NCc3ccc4c(c3)OCO4)n2Cc2cccc3ccccc23)n(C)c1=O
24.1%[86.2 µM]	Cc1onc(-c2cnn(C)c2NCc2ccc(C#N)cc2)c1C(=O)NCc1ccccc1
14.6%	CCCC(=O)N1CCC2(CC1)N(c1ccccc1)C(=O)CS2(=O)=O
-3.2%	CCC(C(=O)NC1CCCCC1)n1c(SCc2cccc(F)c2)nc2ccncc21 (stereo unspecified)
-18.8%	O=C(CN1CCNCC1)NCc1nc(-c2cccc(F)c2)c(-c2ccccn2)[nH]1
-13.3%	COc1ccccc1Cn1c(SCC(=O)C(C)(C)C)nc2ccccc2c1=O
33.0%	CCN(CC(=O)Nc1ccc(OC)cc1)C(=O)CSCC(=O)Nc1cc(C)on1
-18.0%	O=C(CN1C(=O)NC(c2ccc(Cl)cc2)C2=C1COC2=O)Nc1ccc(C(F)(F)F)cc1 (stereo unspecified)
-7.2%	CCC(C)[C@H](NC(=O)NCCc1ccc(Cl)cc1)C(=O)O (stereo partly specified)
3.6%	N#CCCN(C(=O)COc1ncnc2sc3c(c12)CCC3)c1ccccc1
-10.1%	CC(C(=O)N1CCN(c2cc(-c3ccc(Cl)cc3)[nH]n2)CC1)c1ccccc1 (stereo unspecified)
6.1%	N#Cc1ccc(C(=O)N2CCC3(CC2)CC(CO)N(C(=O)c2ccccc2)C3)cc1 (stereo unspecified)
4.7%	CCCCNC(=O)C(=O)NCCc1c[nH]c2ccccc12
4.0%	CC(C)(C)c1ccccc1NC(=O)COc1ncnc2ccccc12
-32.0%	O=C(Cc1ccc(F)cc1)Nc1c(NC2CCCCC2)c2ccccc2oc1=O
-11.8%	CCCC(=O)Nc1ccc2c(c1)nc(CN1CCN(C(=O)OCC)CC1)n2C(C)C
18.3%	COC(=O)c1ccc(CN)o1
?	CCCNC(=O)N1CCN2C(=O)c3cc(-c4ccccc4F)ccc3NC(=O)[C@@H]2C1
35.5µM*	CN1CCN(c2cc(=O)c3ccnc(-c4ccccc4F)c3o2)CC1
2.5%	COc1ccccc1N1CCN(c2ncnc3c2cnn3C)CC1
-9.3%	CCOc1ccc(C2CC(=O)c3c([nH]c(C(=O)OCCOc4ccccc4)c3C)C2)cc1 (stereo unspecified)
-7.4%	Cc1ccc(-c2nc(C)c(CCNC(=O)C(=O)Nc3cc(C)ccc3C)s2)cc1
-28.6%	COc1cccc(/C=C/C(=O)Nc2ccc3nc(N4CCN(C)CC4)cc(C)c3c2)c1OC
-45.8%	CCOc1ccc(NC(=O)CSc2nc3c(oc4ccccc43)c(=O)n2CCOC)cc1
-1.3%[86.2 µM]	Cc1nc(CN2Cc3nc(-c4ccccc4F)ccc3OCC2=O)cs1
11.1%	CCOc1ccccc1NC(=O)N(CC)Cc1cc(=O)[nH]c2c(C)cc(C)cc12
-71.6%	Cc1cccc(C)c1Nc1c(-c2cccs2)nc2ncccn12
4.8%	Fc1ccc(OCc2nnc(-c3ccc(Br)o3)o2)cc1
-5.2%&-14.1%	COC(=O)CC1Oc2ccccc2-n2cc(-c3ccc(C)cc3)nc21 (stereo unspecified)
?	COC(=O)c1cc2oc(C)cc2n1Cc1cc(C)ccc1C
-15.0%	Cc1ccc(O[C@H]2COCC[C@H]2NC(=O)CCc2nc3ccccc3[nH]2)cn1
-3.6%	CCc1ccc(NC(=O)Cn2c3ncccc3c(=O)n2-c2ccc(C)c(C)c2)cc1
28.2µM*	COCCN1CCC2(CCC1=O)CN(c1ccc(C#N)cn1)CCN2C (stereo unspecified)
28.2µM*	COc1nccnc1NC1CCN(C(=O)NCc2ccccc2)CC1
?	COc1ccc2c(c1)c1c(c(=O)n(CCc3ccccc3)c(=O)n1Cc1ccc(Cl)cc1)n2C
7.7%	CCN(C(=O)Cn1c(=O)n(CCC(=O)Nc2ccc(F)cc2)c(=O)c2sccc21)c1ccccc1
15.9%	Cc1cn(CC(=O)N2CCOCC(O)C2)c(=O)[nH]c1=O (stereo unspecified)
-4.8%	CCOC(=O)C1=C(N)Oc2cc(O)ccc2C1c1cccc(Cl)c1 (stereo unspecified)
79.4µM*	O=[S+]1([O-])NC2(CCN(CC3CCOCC3)CC2)COc2ccccc21
-6.1%	CCOC(=O)c1c(Nc2ccccc2)nnc(-c2ccccc2)c1-c1ccccc1
?	COc1cccc(CNc2nc(NCc3cccc(OC)c3)n(S(=O)(=O)c3ccc(C)cc3)n2)c1
5.1%	CSc1nc(C)c(CCC(=O)NC(c2ccc(Cl)cc2)C(C)C)c(C)n1 (stereo unspecified)

6 compounds out of the list, arranged by length of the SMILES, highest first.
KDM5B inh	Compound
7.7%	CCN(C(=O)Cn1c(=O)n(CCC(=O)Nc2ccc(F)cc2)c(=O)c2sccc21)c1ccccc1
?	COc1cccc(CNc2nc(NCc3cccc(OC)c3)n(S(=O)(=O)c3ccc(C)cc3)n2)c1
-15.0%	Cc1ccc(O[C@H]2COCC[C@H]2NC(=O)CCc2nc3ccccc3[nH]2)cn1
-3.6%	CCc1ccc(NC(=O)Cn2c3ncccc3c(=O)n2-c2ccc(C)c(C)c2)cc1
15.9%	Cc1cn(CC(=O)N2CCOCC(O)C2)c(=O)[nH]c1=O (stereo unspecified)
28.2µM*	COc1nccnc1NC1CCN(C(=O)NCc2ccccc2)CC1

The results go on:
KDM5B inh	Compound
-0.3%	Clc1cc(Cl)c(N/N=C/c2ccccc2I)c(Cl)c1
?	CCCCc1c(C)c2ccc(OCC(C)=O)c(C)c2oc1=O
12.7%	COc1ccc(NC(=O)Cn2c(=O)n(CCC(=O)NCCc3ccc(OC)c(OC)c3)c(=O)c3ccccc32)cc1Cl
-13.5%	Cc1ccccc1C(=O)N1CCC(c2nn(-c3ccc(Cl)cc3)c(=O)[nH]2)CC1
7.9%	C=CCN(CC=C)Cc1c(C)[nH]c2c(C)cccc2c1=O
14.7%	CCCC(=O)NC1CCN(c2cnn(Cc3ccccc3)c(=O)c2)CC1
14.2%	CCOc1ccc(-c2nonc2NC(=O)c2oc3ccc(F)cc3c2C)cc1OCC
20.0%	CCN(C(=O)C1CCN(S(=O)(=O)c2ccc3c(c2)CCCN3C(C)=O)CC1)c1cccc(C)c1
1.8%	Cc1cccc(NC(=O)N2CCN(Cc3nc(-c4cccc(C(F)(F)F)c4)no3)CC2)c1
-14.9%	O=C(Cc1cccs1)N1CCC(Nc2cccnc2)C1 (stereo unspecified)
?	CCc1ccccc1Nc1nn2c(=O)c3ccc(C(=O)NCc4ccc(C)cc4)cc3nc2s1

Records listed so far marked active in KDM5B inh:
KDM5B inh	Compound
28.2µM*	Cc1ccccc1-c1nc2cnccn2c1NCCC(=O)NC1CCCCC1
35.5µM*	CN1CCN(c2cc(=O)c3ccnc(-c4ccccc4F)c3o2)CC1
28.2µM*	COCCN1CCC2(CCC1=O)CN(c1ccc(C#N)cn1)CCN2C (stereo unspecified)
28.2µM*	COc1nccnc1NC1CCN(C(=O)NCc2ccccc2)CC1
79.4µM*	O=[S+]1([O-])NC2(CCN(CC3CCOCC3)CC2)COc2ccccc21

A portion of the library, so the mix of outcomes need not match the whole.
